# GC-A act: GC-A stimulated cGMP production enhancers – HEK293 GC-A cells, cGMP TR-FRET, EC30 ANP, primary screen; activation, % at 10 µM; hit rate 0.14% among 370,000; AID 1671463, 2021; 0% at EC30 ANP, 100% saturating ANP; in the data active means activation above about 40%
# Target sequence (P16066 whole entry, looked up): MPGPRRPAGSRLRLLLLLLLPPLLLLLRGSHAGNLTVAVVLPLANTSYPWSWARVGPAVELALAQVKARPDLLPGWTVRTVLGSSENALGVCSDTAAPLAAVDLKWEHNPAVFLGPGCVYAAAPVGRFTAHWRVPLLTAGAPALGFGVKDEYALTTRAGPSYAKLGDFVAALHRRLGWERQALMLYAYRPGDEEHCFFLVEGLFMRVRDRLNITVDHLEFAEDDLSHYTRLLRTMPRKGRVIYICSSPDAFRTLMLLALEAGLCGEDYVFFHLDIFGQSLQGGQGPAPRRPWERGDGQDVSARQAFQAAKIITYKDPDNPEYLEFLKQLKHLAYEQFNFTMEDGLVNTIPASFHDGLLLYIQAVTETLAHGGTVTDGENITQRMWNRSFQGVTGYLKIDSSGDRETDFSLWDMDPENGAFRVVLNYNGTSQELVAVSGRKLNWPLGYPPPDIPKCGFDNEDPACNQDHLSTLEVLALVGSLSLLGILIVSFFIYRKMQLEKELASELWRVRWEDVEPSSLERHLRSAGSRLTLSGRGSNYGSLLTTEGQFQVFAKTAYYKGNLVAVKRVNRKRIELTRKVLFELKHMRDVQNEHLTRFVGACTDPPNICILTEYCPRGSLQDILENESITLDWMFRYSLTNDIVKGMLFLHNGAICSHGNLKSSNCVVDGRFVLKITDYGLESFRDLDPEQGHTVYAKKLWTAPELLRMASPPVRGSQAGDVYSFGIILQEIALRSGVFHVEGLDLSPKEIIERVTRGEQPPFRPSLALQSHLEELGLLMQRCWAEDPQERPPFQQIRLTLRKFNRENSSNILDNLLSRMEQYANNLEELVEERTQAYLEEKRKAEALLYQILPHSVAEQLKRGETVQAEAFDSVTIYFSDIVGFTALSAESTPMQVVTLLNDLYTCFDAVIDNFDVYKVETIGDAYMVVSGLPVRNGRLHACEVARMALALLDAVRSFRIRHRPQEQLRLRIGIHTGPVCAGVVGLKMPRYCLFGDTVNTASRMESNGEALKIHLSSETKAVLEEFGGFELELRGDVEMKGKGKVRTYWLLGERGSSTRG
# NPR2 activator: human GC-B receptor activators, primary screen, HEK293 GC-B cells, cGMP TR-FRET, EC30 CNP. activation, % at 10 µM. hit rate 0.11% among 370,000. AID 1920062, 2024. Atrial natriuretic peptide receptor 2 (Homo sapiens), P20594. 0% at EC30 CNP, 100% saturating CNP;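 active means activation at 10 µM reaching about 35% in either raw or pattern-adjusted values, limit read from the data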
# HTRA1 inhibitor: HTRA1 serine protease inhibitors, primary screen, biochemical, fluorescence polarization, HTS; inhibition, % at 5.96 µM; AID 504803, 2011; Q92743; hit rate 0.5% among 340,000; recombinant HTRA1, FP-rhodamine activity-based probe; in the data active means inhibition above about 36%;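 further: 0% = enzyme with DMSO and 100% = wells lacking enzyme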
# ABHD4 inh: ABHD4 inhibitors, primary screen, biochemical, fluorescence polarization, mouse | (Lyso)-N-acylphosphatidylethanolamine lipase (Mus musculus), Q8VD66 | purified mABHD4, FP-Rh probe fluorescence polarization | inhibition, % at 8.92 µM | hit rate 0.54% among 370,000;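 active means inhibition exceeding the mean over every tested compound plus 3 SD, cut at about 30% in these data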;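 further: 0% = plate median of compound wells and 100% = S159A mutant with DMSO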
#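 Doses – 8.92 µM, single dose · Material – wild-type mouse ABHD4 protein · Replication – single well per compound (singlicate) · Measure – percent inhibition of probe binding, normalized to plate controls · Schedule – 45 min compound pre-incubation plus 60 min probe step, 25 °C · Detection – fluorescence polarization with parallel and perpendicular emission, 525/598 nm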
# TCR CD3 inh: inhibitors of human TCR-CD3 interaction, primary screen, biochemical, fluorescence, TAMRA-labeled TCR probe. inhibition, % at 9.4 µM. hit rate 0.37% among 360,000; in the data active means inhibition above about 19%;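 further: recombinant mutant TCR 2C K166C tagged with TAMRA read by polarization; 0% = receptor in buffer alone and 100% = receptor with positive control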
# MBD2 DNA inh: inhibitors of MBD2 binding to methylated DNA, primary screen, biochemical, TR-FRET, DNA-binding domain, human. Methyl-CpG-binding domain protein 2 (Homo sapiens), Q9UBB5. MBD2 binding to methylated oligonucleotide. inhibition, % at 4.4 µM. hit rate 0.31% among 370,000. AID 686964, 2013; in the data active means inhibition above about 13%
# SIAE primary: human SIAE inhibitors, primary screen, biochemical, fluorescence polarization, FP-Rh probe, 1536-well HTS; hit rate 0.69% among 370,000; inhibition, % at 9.66 µM; SIAE FP-Rh probe binding; Sialate O-acetylesterase (Homo sapiens), Q9HAT2; AID 1053197, 2014;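 active means inhibition above a cutoff: mean of compounds within the control limits plus 3 SD of those, cut at about 17% in these data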;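 further: 0% = plate median of compound wells and 100% = probe without SIAE protein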
# rCAG binder: binders of r(CAG) RNA repeats, primary screen, biochemical, fluorescence; r(CAG) RNA repeat, TO-PRO-1 dye displacement fluorescence; inhibition, % at 3 µM; hit rate 1.3% among 370,000; AID 651821, 2012;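 active means inhibition above the plate cutoff, the mean of all test compounds on that plate plus 3 SD, cut at about 35% in these data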;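 further: 0% = DMSO alone and 100% = 100 µM mitoxantrone as full dye displacement; higher means more dye released from RNA so lower well fluorescence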
# UHRF1 binding: UHRF1 methylated DNA binding inhibitors, primary screen, counter-screen for MBD2 inhibitor project, biochemical, TR-FRET, human UHRF1, single concentration. E3 ubiquitin-protein ligase UHRF1 (Homo sapiens), Q96T88. UHRF1 binding to methylated oligo. inhibition, % at 4.4 µM. hit rate 0.75% among 370,000. AID 687016, 2013; in the data active means inhibition above about 21%;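 further: UHRF1 SRA domain binding a hemimethylated CpG hairpin DNA probe; 0% = median of test compound wells and 100% = reference inhibitor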
# PRMT1 inh: PRMT1 methyltransferase inhibitors, primary screen, biochemical, fluorescence polarization. inhibition, % at 2.79 µM. hit rate 1.3% among 370,000. AID 652257, 2013. recombinant PRMT1, activity-based probe fluorescence polarization;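 active means inhibition above about 21% made by adding two undisclosed values, limit read from the data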
# Active calls of the source: *; . = not tested or not shown; & = joins results of further samples.
Compound,GC-A act,NPR2 activator,HTRA1 inhibitor,ABHD4 inh,TCR CD3 inh,MBD2 DNA inh,SIAE primary,rCAG binder,UHRF1 binding,PRMT1 inh
Cc1ccc(CNC(=O)C2CCCN(c3cnccn3)C2)cc1 (stereo not given),-0.3,-2.5,4.5,-7.1,7.1,-4.5,-6.2,-5.1,-0.6,-2.9
Cc1ccc(S(=O)(=O)Nc2cccc(C(=O)N3CCN(c4ccccc4O)CC3)c2)cc1F,-3.5,2.2,-14.9,3.6,-4.0,3.3,20.9*,8.3,0.8,-2.2
CC(=O)NCCCc1nc2ccccc2n1Cc1ccc(C)cc1,14.5,0.6,-0.1,-0.7,1.9,2.9,-5.8,-3.9,3.4,0.9
O=C(c1ccc(NS(=O)(=O)c2cccc(F)c2)cc1)N1CCCC1,-5.7,1.0,1.5,-2.6,0.4,0.4,-1.2,3.8,-0.3,-4.2
Cc1cc(C)c2nc(NC(=O)c3cccc(S(=O)(=O)N4CCc5ccccc54)c3)sc2c1,-36.9&-34.0,-13.5&-31.2,-0.1,-2.5&-13.0,-2.0,-2.8&6.0,-4.2&3.0,4.6&9.7,-0.7&0.9,-1.2&3.5
COc1cccc(CNC(=O)C(C)n2ccc3cc(S(=O)(=O)N4CCCCCC4)ccc32)c1 (stereo not given),-1.7,3.3,-39.5,-3.0,9.3,-6.4,-9.5,4.0,1.0,0.3
COc1ccccc1CC(NC(C)=O)C(=O)NC1CCN(C(=O)c2ccc([N+](=O)[O-])cc2)CC1 (stereo not given),1.4,2.1,2.2,-6.5,-3.7,7.8,-12.5,-0.5,4.9,2.2
COC(=O)[C@]12C[C@H](CC(=O)N3CCOCC3)C(=O)N(Cc3ccccc3)C1=C[C@H](C1CCCC1)O[C@@H]2C,-4.9,-6.2,.,7.4,0.6,-4.1,-1.2,-0.5,-1.0,2.0
Cc1ccc(Nc2nnc(SC3CCOC3=O)s2)c(C)c1 (stereo not given),17.8,11.0,-2.3,-5.6,-1.6,3.4,4.8,-1.5,2.1,-2.1
COc1cc2ccccc2cc1C(=O)N(CCN(C)C)c1nc2c(F)cc(F)cc2s1,-2.2,1.5,-9.8,4.1,-5.5,-3.2,9.4,-1.1,-1.8,2.9
CCOc1cc(NC(=S)NCC2CCCO2)c(OCC)cc1NC(=O)c1ccccc1C (stereo not given),0.1,1.8,-0.5,4.4,-5.5,-1.4,-14.1,-8.4,47.2*,-2.9
CCCCCn1c(=O)[nH]c2cc(C(=O)N3CCN(c4ccccc4F)CC3)ccc2c1=O,1.5,1.2,-9.6,3.2,1.8,2.2,-9.5,2.3,0.7,-3.9
CC(=O)Nc1ccc(S(=O)(=O)NC2=NCN(c3ccc([N+](=O)[O-])cc3)CN2)cc1,5.8,-0.7,-1.3,-2.4,4.7,1.1,-1.3,-0.9,-2.3,4.0
CCc1nnc(NC(=O)CCC(=O)N2CCN(c3cc(Cl)ccc3C)CC2)s1,14.5,8.2,-8.4,-2.3,-0.9,-0.6,-7.1,-2.4,1.5,-1.0
Cc1cc(NCCN2CCOCC2)c2ccc3ccccc3c2n1,27.9,19.6,2.6,2.0,-0.8,6.9,2.1,6.1,10.7,0.6
CS(=O)(=O)N1CCN(c2ccnc3cc(Cl)ccc23)CC1,-2.8,-3.5,-0.7,-0.2,-7.5,4.2,-10.5,-1.2,0.2,1.3
O=C(c1cccs1)n1ccc2ccc(-c3ccc4ccn(Cc5ccccc5)c4c3)cc21,1.5,-4.3,.,-12.8,.,2.0,-13.7,20.0,1.5,2.5
CCC1CN(C(=O)NCc2cccc(OC)c2)c2cc(Cl)ccc2O1 (stereo not given),-8.1,-4.3,-41.4,-17.6,-2.4,-1.0,10.8,-6.3,1.6,-1.6
O=C(Nc1ccccc1)Nc1ccc2ncoc2c1,4.4,-1.9,10.3,-8.0,2.0,0.0,5.0,-0.1,-1.5,-1.4
O=C(NCCCN1CCCC1=O)c1ccc2c(=O)n(Cc3ccco3)c(=S)[nH]c2c1,6.0,1.6,3.7,-0.6,6.9,-0.7,3.0,0.6,-2.2,3.9
Cc1nc2ccc([N+](=O)[O-])cc2c(=O)n1Cc1ccccc1Br,4.7,1.7,-29.5,1.7,-5.2,4.7,-6.9,3.4,1.1,2.2
Cc1ccc([N+](=O)[O-])c(OCCn2cnc3ccccc32)c1,2.4,4.0,3.3,-0.9,6.4,2.1,9.1,-2.5,-1.4,-0.4
S=C(c1ccc(-c2ccc(Br)cc2)o1)N1CCCCC1,3.5,-0.6,0.4,-1.0,5.4,-4.2,5.1,-2.2,-1.6,-3.9
Cc1ccc(/C([O-])=C(/C(=S)NCc2ccccc2)[n+]2ccccc2)cc1[N+](=O)[O-],6.0,0.9,-2.9,1.4,-4.5,3.7,1.9,4.2,-2.8,-1.9
COC(=O)C1=C(C(=O)OC)C2(OC1c1ccccc1C)C(=O)c1ccccc1C2=O (stereo not given),-4.3,-5.0,-5.4,-2.6,1.6,0.3,18.9*,10.2,10.6,-1.4
CC(NC(=O)c1ccccc1)C(=O)N/N=C/c1ccco1 (stereo not given),6.1,3.0,1.2,-3.0,-4.6,-7.9,17.8*,0.5,-2.1,1.2
O=C(N/N=C/C(Cl)=C\c1ccccc1)c1cccs1,-0.4,-5.1,-30.4,-35.9,-5.0,0.4,-13.3,9.7,3.3,8.8
O=C(CSc1cn[nH]n1)Nc1cccc(C(=O)O)c1,0.7,2.5,3.8,1.0,0.3,15.4*,3.9,2.2,-0.1,71.9*
CCN(CC)S(=O)(=O)c1ccc(F)cc1,3.4,8.7,4.5,-6.3,-3.0,-1.6,-3.7,2.3,7.5,0.0
COCC(=O)N/N=C\c1ccccc1OC/C=C/c1ccccc1,1.4,0.7,-4.3,-3.2,4.8,-4.2,-4.9,-5.5,-1.0,1.2
Cc1occc1C(=O)N/N=C/C1=C(N2CCOCC2)C(=C\c2ccc(Cl)cc2Cl)/CC1,5.5,6.7,-5.6,5.1,7.3,-3.5,-4.8,1.3,-1.5,-3.4
NC(=O)CCN(C(=O)c1cccc(S(=O)(=O)N2CCc3ccccc32)c1)c1ccccc1,-3.1,4.5,6.2,1.2,-2.1,-2.2,-3.0,1.5,0.2,1.0
COc1ccc(CCNC(=O)c2cccc(S(=O)(=O)NC(C)c3ccccc3)c2)cc1 (stereo not given),-2.5,0.0,-3.0,-4.3,4.6,8.0,-3.1,6.6,12.7,4.6
O=C(COCc1cc(-c2cccs2)on1)NC1CCCCC1,1.4,-1.2,3.0,-0.2,-1.9,2.1,6.5,-6.7,0.8,3.9
COc1ccc2c(c1)CCc1cn[nH]c1-2,1.4,2.0,-1.1,3.6,-6.0,1.6,-3.9,1.3,-0.9,-0.4
C=CCNCCOCCOc1ccccc1-c1ccccc1,-6.8,4.9,-0.8,4.4,4.2,-3.5,-0.8,2.7,-2.2,-0.6
Cc1cc(-n2c(C)cc(C(=O)COc3cccnc3[N+](=O)[O-])c2C)no1,0.4,-2.8,-3.5,0.0,5.1,-2.7,1.3,9.5,-3.9,6.4
COc1cc(C(C)=O)ccc1OCc1cc(C(=O)N2CCSCC2)no1,0.5,-3.5,-10.1,-5.6,-1.1,2.8,7.3,-4.3,-2.6,-0.7
CC1CCCCN1C(=O)CSc1ccc(-c2ccc(F)cc2)nn1 (stereo not given),-0.8,-5.6,-3.3,3.2,0.8,1.6,-1.3,0.4,10.3,-1.9
Cc1ccc(OS(=O)(=O)c2ccc(N3C(=O)CCC3=O)cc2)cc1,1.9,0.8,2.6,-1.4,0.6,-3.0,1.1,0.6,-2.5,-2.9
O=C(Nc1ccc(-n2cccn2)cc1)C1CCCCN1Cc1cccc2c1OCO2 (stereo not given),0.9,-0.3,-23.4,-5.3,-1.9,-4.2,2.5,-4.7,-1.6,-1.3
O=C(NC(Cc1c[nH]c2ccccc12)C(=O)O)c1cccc(S(=O)(=O)N2CCCCC2)c1 (stereo not given),1.3,0.5,-1.0,-8.6,-6.0,2.1,-2.7,23.0,0.9,6.7
COc1ccc(S(=O)(=O)N(C)CC(=O)N2CCN(C)CC2)cc1C,4.1,2.6,6.2,1.8,4.5,2.9,13.5,-2.8,3.6,0.1
CN1CCN(Cc2ccc(Sc3ccc(Cl)cc3)c([N+](=O)[O-])c2)CC1,15.4,10.6,4.6,7.8,6.0,-3.8,8.2,-7.2,-0.2,-2.2
COCCN1C(=O)CCC1(C)C(=O)NC(C)(C)C (stereo not given),2.4,1.9,.,0.1,8.9,-10.7,4.4,2.9,-1.0,-1.4
CN(C1CCCCC1)S(=O)(=O)c1ccc(NC(=O)CCC(=O)O)cc1,4.7,3.3,-8.0,1.3,-1.9,-3.2,10.4,6.8,1.4,2.2
COc1ccnc(N2CCN(c3cccc(C(F)(F)F)c3)CC2)c1C#N,-8.2,-5.0,-2.0,-0.9,4.1,4.8,3.1,-3.4,-0.1,-1.3
C=CCN1C(=O)[C@@H](CC(=O)N2CCSCC2)[C@]2(C(=O)OC)CCCCC=C12,6.8,-2.2,.,0.0,.,-2.4,2.7,6.9,4.3,-0.9
CCN(C(=O)CSc1nnc(NCCOC)s1)c1c(N)n(Cc2ccccc2)c(=O)[nH]c1=O,3.4,3.4,-0.9,-8.4,2.2,1.1,2.3,1.2,0.3,5.0
COc1ccc(C(=O)c2ccccc2Cl)cc1OC,3.8,0.9,-8.0,-3.4,2.9,-2.8,0.3,-1.5,0.4,-0.9
O=C(O)c1cccc2c1-c1ccc(Cl)cc1C2=O,-0.6,-1.6,-7.3,0.9,4.8,-3.5,1.0,0.3,-5.2,0.8

# An excerpt, so the mix of outcomes need not match the whole.
